Screening data: PubChem, several laboratories
BoNT A protease = BoNT/A light chain protease inhibitors, primary screen, biochemical, flow cytometry, MLPCN library; Botulinum neurotoxin type A light chain protease (Clostridium botulinum A str. ATCC 3502); multiplex microsphere protease substrate cleavage; inhibition, % at 10 µM; 360,000 compounds, 0.17% hits; note: plate controls were buffer without enzyme for full effect and enzyme alone for no effect
Anthrax LF prot = Bacillus anthracis LF protease inhibitors, primary screen, biochemical, multiplex microsphere, MLPCN library. Lethal factor (Bacillus anthracis), P15917. multiplex microsphere protease cleavage assay. inhibition, % at 10 µM. 360,000 compounds, 0.12% hits. AID 588501, 2011; note: plate controls were buffer without enzyme for full effect and enzyme alone for no effect
PfHsp40 rescue = rescue of yeast from PfHsp40 toxicity, primary screen, S. cerevisiae, ATP luminescence; S. cerevisiae expressing PfHsp40, growth rescue; growth rescue, % at 12.5 µM; 340,000 compounds, 0.68% hits; in the data active = growth rescue above about 28%, passing the limit was not always enough;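 note: yeast W303a lacking pdr1 and pdr3 grown in galactose medium; growth measured after three days at 30 °C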
TcdB inh = TcdB glycohydrolase inhibitors, primary screen, biochemical, single point, plate reader; Toxin B (Clostridioides difficile), P18177; TcdB glycohydrolase enzymatic assay; inhibition, % at 9.99 µM; 350,000 compounds, 0.24% hits; in the data active = inhibition above about 10%
Target sequence (P18177 whole entry, looked up): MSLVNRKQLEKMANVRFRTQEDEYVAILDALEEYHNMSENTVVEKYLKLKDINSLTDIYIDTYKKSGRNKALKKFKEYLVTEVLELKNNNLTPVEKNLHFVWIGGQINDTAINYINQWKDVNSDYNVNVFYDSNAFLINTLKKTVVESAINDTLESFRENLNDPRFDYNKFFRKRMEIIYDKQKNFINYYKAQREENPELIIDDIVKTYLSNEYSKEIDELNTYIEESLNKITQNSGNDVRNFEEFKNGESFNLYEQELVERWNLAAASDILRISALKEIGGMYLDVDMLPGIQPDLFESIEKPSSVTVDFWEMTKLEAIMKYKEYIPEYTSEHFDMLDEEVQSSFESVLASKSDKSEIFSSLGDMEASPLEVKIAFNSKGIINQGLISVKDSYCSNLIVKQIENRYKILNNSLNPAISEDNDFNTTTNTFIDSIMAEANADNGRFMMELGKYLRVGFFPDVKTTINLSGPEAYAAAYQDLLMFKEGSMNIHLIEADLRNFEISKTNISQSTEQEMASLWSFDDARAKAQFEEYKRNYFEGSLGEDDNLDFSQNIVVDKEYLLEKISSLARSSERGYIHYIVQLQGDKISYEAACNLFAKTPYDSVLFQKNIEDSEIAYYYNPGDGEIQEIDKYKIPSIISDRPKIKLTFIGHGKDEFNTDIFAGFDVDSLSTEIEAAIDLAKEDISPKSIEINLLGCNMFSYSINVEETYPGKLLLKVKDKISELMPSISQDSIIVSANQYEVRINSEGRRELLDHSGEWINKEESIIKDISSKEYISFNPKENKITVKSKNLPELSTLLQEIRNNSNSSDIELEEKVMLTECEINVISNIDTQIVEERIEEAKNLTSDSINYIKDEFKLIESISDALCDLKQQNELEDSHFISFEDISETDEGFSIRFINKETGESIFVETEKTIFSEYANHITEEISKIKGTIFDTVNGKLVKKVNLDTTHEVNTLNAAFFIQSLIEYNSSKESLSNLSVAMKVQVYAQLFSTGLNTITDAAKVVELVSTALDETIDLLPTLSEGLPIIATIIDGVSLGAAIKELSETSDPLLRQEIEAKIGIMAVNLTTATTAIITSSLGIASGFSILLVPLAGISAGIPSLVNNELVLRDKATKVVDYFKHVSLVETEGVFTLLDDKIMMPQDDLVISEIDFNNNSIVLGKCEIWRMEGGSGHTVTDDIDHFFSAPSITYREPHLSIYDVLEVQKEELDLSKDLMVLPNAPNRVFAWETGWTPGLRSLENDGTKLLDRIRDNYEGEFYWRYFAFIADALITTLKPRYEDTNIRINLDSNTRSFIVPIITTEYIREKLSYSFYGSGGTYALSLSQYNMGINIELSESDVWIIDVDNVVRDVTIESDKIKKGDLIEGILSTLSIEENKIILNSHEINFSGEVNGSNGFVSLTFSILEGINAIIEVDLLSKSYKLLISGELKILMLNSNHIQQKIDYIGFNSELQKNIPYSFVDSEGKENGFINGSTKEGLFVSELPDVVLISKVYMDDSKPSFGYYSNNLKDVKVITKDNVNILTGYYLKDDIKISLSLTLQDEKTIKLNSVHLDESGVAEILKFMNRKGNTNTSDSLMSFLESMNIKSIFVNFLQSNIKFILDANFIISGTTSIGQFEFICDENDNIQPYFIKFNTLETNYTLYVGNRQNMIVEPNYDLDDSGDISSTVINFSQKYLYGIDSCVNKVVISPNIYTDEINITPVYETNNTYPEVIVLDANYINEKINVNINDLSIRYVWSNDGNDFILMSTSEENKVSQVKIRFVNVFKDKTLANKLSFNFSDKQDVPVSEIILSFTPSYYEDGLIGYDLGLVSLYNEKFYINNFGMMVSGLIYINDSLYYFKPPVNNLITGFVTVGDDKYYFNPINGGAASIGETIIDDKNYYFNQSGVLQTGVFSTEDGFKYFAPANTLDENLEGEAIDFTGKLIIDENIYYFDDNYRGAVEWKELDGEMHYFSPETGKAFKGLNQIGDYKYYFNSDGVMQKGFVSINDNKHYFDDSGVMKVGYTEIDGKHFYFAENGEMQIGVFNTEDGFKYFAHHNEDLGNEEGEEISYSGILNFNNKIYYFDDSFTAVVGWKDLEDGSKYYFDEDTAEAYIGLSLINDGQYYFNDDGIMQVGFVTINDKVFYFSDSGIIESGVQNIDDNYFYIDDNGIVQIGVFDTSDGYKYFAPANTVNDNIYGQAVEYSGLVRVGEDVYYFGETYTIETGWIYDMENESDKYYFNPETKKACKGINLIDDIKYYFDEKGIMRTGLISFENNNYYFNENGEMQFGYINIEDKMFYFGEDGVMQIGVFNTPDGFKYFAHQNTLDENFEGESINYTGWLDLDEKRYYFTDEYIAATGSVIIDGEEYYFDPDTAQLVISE
PriA SSB inh = inhibitors of Klebsiella pneumoniae PriA binding to SSB C-terminal tail, primary screen, biochemical, AlphaScreen. inhibition, % at 33 µM. PriA–SSB C-terminal tail interaction (Klebsiella pneumoniae). 430,000 compounds, 0.6% hits. AlphaScreen SSBct-PriA binding, biotinylated peptide; in the data active = inhibition mostly above about 37%, no sharp cut-off; inactive = mostly below about 20%;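 note: plate controls were negative control peptide for no effect and reference peptide for full effect; strong numbers were not always called active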
3CLpro inhibitor = SARS-CoV 3CLpro protease inhibitors, primary screen, biochemical, quenched FRET | inhibition, % at 6 µM | 290,000 compounds, 0.14% hits | Replicase polyprotein 1ab (Severe acute respiratory syndrome coronavirus), P0C6X7 | recombinant SARS-CoV 3CLpro, quenched FRET peptide cleavage; in the data active = inhibition above about 12%
VHR inh abs = VHR1 phosphatase inhibitors, primary screen, biochemical, absorbance, uHTS | Dual specificity protein phosphatase 3 (Homo sapiens), P51452 | recombinant VHR phosphatase, pNPP absorbance | AID 1654, 2009 | 290,000 compounds, 0.52% hits | inhibition, % at 13.3 µM; in the data active = inhibition above about 50%; note: some compounds called inactive have numbers as strong as hits
CCHFV vOTU inh = CCHFV vOTU protease inhibitors, primary screen, biochemical, Pep-AMC substrate, fluorescence; Crimean-Congo hemorrhagic fever virus L polyprotein viral ovarian tumor (vOTU) protease …; inhibition, % at 11.5 µM; 370,000 compounds, 0.55% hits; AID 651958, 2012; in the data active = inhibition above about 30%; note: 0% = vehicle wells with enzyme and 100% = no enzyme wells
Vc quorum ag = inducers of Vibrio cholerae quorum light production without autoinducers, primary screen, BH1578 luxS cqsA deficient, single point; V. cholerae BH1578 lux reporter, luminescence, 6 h; activation, % at 18.7 µM; 350,000 compounds, 0.16% hits; AID 588436, 2011; in the data active = activation mostly above about 9.7%, no sharp cut-off; note: not every result past the cut was called active; inactives centre near 0; reference of the scale not given here
Y pestis TopoI = Yersinia pestis topoisomerase I inhibitors, primary screen, biochemical, cleavage product accumulation, plate reader, single point | DNA topoisomerase I (Yersinia pestis CO92) | Y. pestis Topo-I cleavage product accumulation | activity, % at 10 µM | 360,000 compounds, 0.064% hits | AID 504884, 2011; in the data active = activity above about 50%, passing the limit was not always enough; note: inactives centre near 2
Starred values were filed as active, the others as inactive; i = inactive; nt = not tested or not shown; & = joins results of further samples. Cut-off read from the data, not from the text of the source, unless noted: active = inhibition above about 30%; inconclusive = no clear call, values can overlap the other calls; inactive = below that.

Sample of the layout (5 entries):
1: CC(SCC(=O)Nc1ccc(F)cc1)c1nc2ccccc2c(=O)[nH]1 (configuration not stated)
2: Cc1cccc(C)c1OCc1nnc(SCC(=O)NCc2ccccc2)o1
3: O=[N+]([O-])c1cccc(/C=N/Nc2nc(NCc3ccccc3)nc(N3CCOCC3)n2)c1
4: CSCCC(NC(=O)c1ccc(Br)cc1)C(=O)O (configuration not stated)
5: C[C@H]1CN([C@@H](C)CO)C(=O)CCCn2nncc2CO[C@@H]1CN(C)S(=O)(=O)c1cn(C)cn1

compound no.,1,2,3,4,5
BoNT A protease,-0.5,0.5,1.3,-0.5,-0.3
Anthrax LF prot,4.8,1.2,-1.7,1.2,-3.9
PfHsp40 rescue,0.8,-1.6,2.4,0.6,nt
TcdB inh,1.6,1.0,nt,5.9,1.1&-0.1
PriA SSB inh,-0.2,-27.9,nt,4.8,nt
3CLpro inhibitor,3.1,-0.7,2.1,1.2,nt
VHR inh abs,36.6,21.9,-2.2,16.7,nt
CCHFV vOTU inh,-6.3,11.1,-13.0,-11.2,-2.2
Vc quorum ag,-0.9,-2.9,-0.3,i,i
Y pestis TopoI,3.2,39.2,-10.3,7.4,4.5

This part in full (from the top)
1: CC(SCC(=O)Nc1ccc(F)cc1)c1nc2ccccc2c(=O)[nH]1 (configuration not stated)
2: Cc1cccc(C)c1OCc1nnc(SCC(=O)NCc2ccccc2)o1
3: O=[N+]([O-])c1cccc(/C=N/Nc2nc(NCc3ccccc3)nc(N3CCOCC3)n2)c1
4: CSCCC(NC(=O)c1ccc(Br)cc1)C(=O)O (configuration not stated)
5: C[C@H]1CN([C@@H](C)CO)C(=O)CCCn2nncc2CO[C@@H]1CN(C)S(=O)(=O)c1cn(C)cn1
6: Cc1cc(Br)ccc1NC(=O)C1CCN(C(=O)c2ccco2)CC1

compound no.,1,2,3,4,5,6
BoNT A protease,-0.5,0.5,1.3,-0.5,-0.3,1.1
Anthrax LF prot,4.8,1.2,-1.7,1.2,-3.9,-0.2
PfHsp40 rescue,0.8,-1.6,2.4,0.6,nt,0.4
TcdB inh,1.6,1.0,nt,5.9,1.1&-0.1,-0.8
PriA SSB inh,-0.2,-27.9,nt,4.8,nt,-0.4
3CLpro inhibitor,3.1,-0.7,2.1,1.2,nt,-1.5
VHR inh abs,36.6,21.9,-2.2,16.7,nt,-11.2
CCHFV vOTU inh,-6.3,11.1,-13.0,-11.2,-2.2,-7.5
Vc quorum ag,-0.9,-2.9,-0.3,i,i,-0.5
Y pestis TopoI,3.2,39.2,-10.3,7.4,4.5,3.7

7: c1ccc(Cc2nnc3n2N=C(c2ccccc2)CS3)cc1
8: COc1ccccc1C(=O)NCCC(=O)N(C)CC(=O)Nc1c(Cl)cccc1Cl
9: COC(=O)c1ccc(Nc2nc(C)nc3c2nnn3Cc2ccccc2)cc1
10: CCOC(=O)N1CCC(NC(=O)c2cccc3c2C(=O)N(Cc2cccnc2)C3)CC1
11: CC(C(=O)NN=C(c1ccccc1)c1ccccc1)N1CCCC1 (configuration not stated)
12: CC1(C)CC(=O)N(CC(=O)N2CCN(c3ncccn3)CC2)c2ccccc2S1(=O)=O

compound no.,7,8,9,10,11,12
BoNT A protease,-1.1,2.8,-0.3,-0.5,0.6,0.0
Anthrax LF prot,-4.4,-2.8,-0.7,-3.2,-1.8,-5.5
PfHsp40 rescue,-1.2,-0.2,4.0,-0.4,-2.0,0.0
TcdB inh,15.7*,2.0,1.7,nt,0.8,0.9
PriA SSB inh,-3.9,-1.3,2.5,1.0,-3.7,-3.4
3CLpro inhibitor,4.0,nt,3.0,-4.8,8.0,1.4
VHR inh abs,-15.3,nt,16.7,-0.2,21.5,23.6
CCHFV vOTU inh,6.1,1.4,0.0,-4.8,6.6,2.7
Vc quorum ag,-0.2,i,1.0,5.0,i,-0.2
Y pestis TopoI,13.7,3.5,3.9,-1.5,8.7,-11.9

13: Cc1cc(NS(=O)(=O)c2ccc(NC(=O)Cc3ccc(Cl)c(Cl)c3)cc2)no1
14: COc1ccccc1N(C)S(=O)(=O)c1ccc(C(=O)OCC(=O)Nc2ccccc2F)cc1
15: O=C(CCCn1c(=O)[nH]c2cc(Cl)ccc2c1=O)NCCCN1CCN(c2ccc(F)cc2)CC1
16: Cc1cc(C)cc(SCc2noc(C(=O)NCCCN3CCOCC3)c2C(=O)NCCCN2CCOCC2)c1
17: O=C(NCCCNCc1ccccc1)/C(=N\O)c1ccccc1
18: Cc1cc(N2CCOCC2)n2ncc(-c3ccc(Cl)cc3)c2n1

compound no.,13,14,15,16,17,18
BoNT A protease,1.2,-1.0,-0.2,0.0,-0.2,2.5
Anthrax LF prot,2.7,6.5,-0.8,-3.1,0.3,12.9
PfHsp40 rescue,1.4,2.4,-0.7,11.8,-0.4,0.3
TcdB inh,-0.9,0.1,2.6,0.9,nt,0.7
PriA SSB inh,-9.8,-7.6,10.3,-9.6,nt,-8.1
3CLpro inhibitor,nt,4.9,-1.8,nt,-0.3,1.6
VHR inh abs,nt,-2.0,18.4,-11.7,10.7,31.6
CCHFV vOTU inh,21.9,5.9,0.8,-13.3,1.7,1.0
Vc quorum ag,-0.7,i,-0.5,i,nt,-0.6
Y pestis TopoI,15.3,25.2,2.4,13.5,-3.2,-1.4

19: COC(=O)c1ccsc1NC(=O)c1ccccc1
20: COc1cc(C(=O)Nc2ccc(NC(=O)c3ccccc3)nc2)cc(OC)c1OC
21: CCS(=O)(=O)N1CCN(c2ccc(C(=O)NC3C4CC5CC(C4)CC3C5)cc2[N+](=O)[O-])CC1 (configuration not stated)
22: O=C(O)/C=C/C(=O)NC1CCCCC1
23: COC(=O)C1=C(C)Nc2nnnn2C1c1cccnc1 (configuration not stated)
24: CCc1ccccc1NC(=O)c1cc(S(=O)(=O)N(C)C)ccc1N1CCCC1

compound no.,19,20,21,22,23,24
BoNT A protease,-0.9,-1.6,-0.8,0.6,0.1,-0.4
Anthrax LF prot,-5.4,5.3,-2.6,-2.1,-1.1,-2.4
PfHsp40 rescue,-1.6,-0.5,-0.1,-0.9,0.2,18.2
TcdB inh,0.2,0.6,nt,-0.7,nt,1.3
PriA SSB inh,-14.3,3.1,-6.0,-5.2,2.0,-5.7
3CLpro inhibitor,4.3,5.2,0.0,2.3,1.5,-0.1
VHR inh abs,-8.7,1.9,21.9,11.3,13.2,10.5
CCHFV vOTU inh,-8.0,0.4,-9.0,-5.0,6.9,-2.1
Vc quorum ag,-0.2,1.2,-0.3,-0.7,2.0,i
Y pestis TopoI,-5.2,-4.4,9.4,1.3,3.1,9.8

An excerpt from above, reduced to VHR inh abs, Vc quorum ag and Anthrax LF prot.
| No. | canonical_smiles | VHR inh abs | Vc quorum ag | Anthrax LF prot |
| --- | --- | --- | --- | --- |
| 20 | COc1cc(C(=O)Nc2ccc(NC(=O)c3ccccc3)nc2)cc(OC)c1OC | 1.9 | 1.2 | 5.3 |
| 21 | CCS(=O)(=O)N1CCN(c2ccc(C(=O)NC3C4CC5CC(C4)CC3C5)cc2[N+](=O)[O-])CC1 (configuration not stated) | 21.9 | -0.3 | -2.6 |

Additional entries follow:
25: O=C(NCCc1ccccc1F)C1CCCN1S(=O)(=O)c1ccc2ccccc2c1 (configuration not stated)
26: O=C(COC(=O)c1ccc(Br)o1)NCCNC(=O)COC(=O)c1ccc(Br)o1
27: Cc1cc(=O)oc2c(C)c(OCC(=O)Nc3cccnc3)ccc12
28: COC(=O)C(CCCCN1C(=O)C2C3C=CC(C3)C2C1=O)N1C(=O)C2C3C=CC(C3)C2C1=O (configuration not stated)
29: CCCNC(=O)N(C)C[C@@H]1Oc2cc(C#C[C@H](C)O)ccc2S(=O)(=O)N([C@H](C)CO)C[C@H]1C
30: CCCN(CCC)C(=O)Cn1c(=O)c2ccccc2n2c(=S)sc(-c3ccccc3C)c12

compound no.,25,26,27,28,29,30
BoNT A protease,0.2,-1.0,1.1,0.6,0.3,25.9
Anthrax LF prot,-4.1,-0.1,-0.2,0.8,-1.3,7.5
PfHsp40 rescue,2.9,0.8,-1.2,-0.8,nt,0.2
TcdB inh,nt,1.4,0.7,nt,0.6&0.9&0.4,nt
PriA SSB inh,-9.5,-11.8,-2.5,-18.9,nt,-6.0
3CLpro inhibitor,5.4,nt,0.9,1.9,nt,-4.6
VHR inh abs,4.4,nt,7.3,14.1,nt,-2.9
CCHFV vOTU inh,-6.2,3.2,-6.8,8.1,2.8,-15.2
Vc quorum ag,0.0,i,i,i,i,-0.1
Y pestis TopoI,4.6,5.7,2.8,0.7,5.2,-7.4

31: CC(C)OC(=O)C1=C2SCC(=O)N2C(N)=C(C#N)C1
32: CCOC(=O)c1ccccc1N/C=C/C(=O)c1ccccc1
33: O=C(NCCCn1ccnc1)C(Cc1ccccc1)N1C(=O)c2ccccc2C1=O (configuration not stated)
34: COc1ccc2oc(=O)c(C(=O)N3CCCc4ccccc43)cc2c1
35: CCOC(=O)c1[nH]c2ccccc2c1NC(=O)Nc1ccc(OC)cc1
36: Cc1cc(C(=O)CSc2nnc(-c3ccncc3)n2-c2ccccc2)c(C)n1C

compound no.,31,32,33,34,35,36
BoNT A protease,-0.5,2.9,nt,-1.1,0.0,0.0
Anthrax LF prot,-1.8,-0.1,nt,-5.3,0.0,-21.3
PfHsp40 rescue,3.2,-0.8,-1.8,-0.4,-0.3,-0.1
TcdB inh,nt,nt,nt,nt,nt,nt
PriA SSB inh,-11.9,nt,-9.1,-1.0,-16.0,-10.0
3CLpro inhibitor,2.1,1.9,-0.2,-1.3,-7.9,0.6
VHR inh abs,10.5,nt,17.4,13.3,6.5,18.9
CCHFV vOTU inh,11.0,8.0,2.1,-10.7,3.6,0.4
Vc quorum ag,nt,2.0,-0.3,-0.9,3.6,0.4
Y pestis TopoI,14.9,-2.7,-3.2,13.2,4.2,-6.9

37: O=C(CSc1nnc(-c2ccc(OC(F)F)cc2)o1)N1CCOCC1
38: C/C(=N\N1CCN(c2ccccc2)CC1)c1cccs1
39: COc1ccc(NC(=O)CSc2nnc(C)c3ccccc23)cc1
40: CCOc1ccc(NC(=O)C(C)Oc2ccccc2C(=O)Nc2ccc(C)c(Cl)c2)cc1 (configuration not stated)
41: CN1CCC2(CC1)CC(NC=O)c1ccccc1O2 (configuration not stated)
42: CCCCNC(=O)COc1ccccc1[N+](=O)[O-]
43: COC(=O)C(C)(C)ONC(=O)Nc1ccccc1Br
44: CC(=O)c1cccc(NC(=S)NC(=O)c2ccccc2Br)c1

compound no.,37,38,39,40,41,42,43,44
BoNT A protease,1.0,-2.2,-10.0,-1.4,-0.5,1.4,0.4,-0.5
Anthrax LF prot,3.5,-5.4,1.1,-4.0,-7.7,7.3,0.3,0.4
PfHsp40 rescue,0.3,-1.1,0.4,-0.8,0.6,-2.5,-1.8,0.0
TcdB inh,nt,1.6,2.0,nt,1.1,nt,1.1,-0.2
PriA SSB inh,-3.2,nt,-12.3,-19.9,3.8,-1.6,-7.5,9.3
3CLpro inhibitor,2.1,-0.1,0.2,-3.1,-2.8,-0.1,7.9,5.5
VHR inh abs,48.8,13.8,23.9,13.9,26.9,-4.8,-9.9,-0.8
CCHFV vOTU inh,-8.5,-3.1,9.3,4.2,8.3,-9.3,3.0,2.6
Vc quorum ag,i,-2.3,i,i,0.6,-0.6,-0.1,-0.4
Y pestis TopoI,24.2,0.3,6.6,-3.0,3.3,-2.5,-4.3,9.9

Not all compounds are listed. The share of hits here may be higher or lower than overall.
